# Bioassay records: PubChem BioAssay, several laboratories
# BioA inh – blocks M. tuberculosis BioA enzyme activity | purified M. tuberculosis BioA enzyme, plate reader | inhibition, % at 9.99 µM | 360,000 tested, 0.096% active | AID 602481; in the data active means inhibition above about 40%; inconclusive means no clear call, values can overlap the other calls
# GDH-TPI inh – inhibits GDH-TPI coupling enzymes, artifact for Mtb FBA screen; GDH-TPI coupled enzyme counterscreen, NADH absorbance; inhibition, % at 4.8 µM; AID 588335; 360,000 tested, 1.2% active; in the data active means inhibition above about 30%;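 further: 0% = DMSO wells and 100% = wells lacking the enzyme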
# FadD28 binding – inhibitors of Mycobacterium tuberculosis FadD28 bisubstrate binding; FadD28 bisubstrate probe binding, fluorescence polarization; inhibition, % at 12.5 µM; 360,000 tested, 0.22% active; in the data active means inhibition above about 8.5%, passing the limit was not always enough; inconclusive means no clear call, values can overlap the other calls
# BoNT A protease – inhibitors of Botulinum neurotoxin A light chain protease | multiplex microsphere protease substrate cleavage, flow cytometry | inhibition, % at 10 µM | 360,000 tested, 0.17% active; further: plate controls were buffer without enzyme for full effect and enzyme alone for no effect
# PfHsp40 yeast – rescue of PfHsp40-mediated yeast toxicity. growth rescue, % at 12.5 µM. 340,000 tested, 0.68% active. AID 504582. S. cerevisiae expressing PfHsp40, growth rescue, ATP luminescence; in the data active means growth rescue above about 28%, passing the limit was not always enough; inconclusive means no clear call, values can overlap the other calls;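 further: yeast W303a lacking pdr1 and pdr3 grown in galactose medium; growth measured after three days at 30 °C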
# BoNT-F LC inh – inhibitors of Botulinum neurotoxin F light chain protease; Multiplex microsphere protease cleavage assay, flow cytometry; inhibition, % at 10 µM; 360,000 tested, 0.22% active; in the data active means inhibition above about 35%, passing the limit was not always enough; inconclusive means no clear call, values can overlap the other calls; further: plate controls were buffer without enzyme for full effect and enzyme alone for no effect
# UGM FP inh – blocks M. tuberculosis UGM enzyme; P9WIQ1; 320,000 tested, 0.06% active; purified UGM, fluorescence polarization probe displacement; inhibition, % at 10 µM; in the data active means inhibition above about 10%, passing the limit was not always enough; inconclusive means no clear call, values can overlap the other calls
# Target sequence (P9WIQ1 whole entry, looked up): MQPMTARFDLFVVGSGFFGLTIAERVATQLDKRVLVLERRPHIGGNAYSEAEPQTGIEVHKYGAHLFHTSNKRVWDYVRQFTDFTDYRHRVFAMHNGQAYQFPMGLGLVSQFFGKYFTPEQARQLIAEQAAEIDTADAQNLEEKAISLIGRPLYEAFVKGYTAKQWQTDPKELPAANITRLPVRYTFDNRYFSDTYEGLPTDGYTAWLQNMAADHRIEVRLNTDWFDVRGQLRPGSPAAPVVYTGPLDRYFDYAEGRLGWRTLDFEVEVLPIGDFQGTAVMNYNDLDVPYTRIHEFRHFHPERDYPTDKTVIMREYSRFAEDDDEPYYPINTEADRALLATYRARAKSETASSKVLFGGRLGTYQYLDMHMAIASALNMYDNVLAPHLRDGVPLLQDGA
# Mtb FBA inh – inhibitors of M. tuberculosis fructose-bisphosphate aldolase; 360,000 tested, 2.3% active; AID 588726; purified M. tuberculosis FBA, fluorescence read-out; inhibition, % at 1 µM; in the data active means inhibition above about 27%;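 further: 0% = vehicle and 100% = reference inhibitor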
# Target sequence (P9WQA3 whole entry, looked up): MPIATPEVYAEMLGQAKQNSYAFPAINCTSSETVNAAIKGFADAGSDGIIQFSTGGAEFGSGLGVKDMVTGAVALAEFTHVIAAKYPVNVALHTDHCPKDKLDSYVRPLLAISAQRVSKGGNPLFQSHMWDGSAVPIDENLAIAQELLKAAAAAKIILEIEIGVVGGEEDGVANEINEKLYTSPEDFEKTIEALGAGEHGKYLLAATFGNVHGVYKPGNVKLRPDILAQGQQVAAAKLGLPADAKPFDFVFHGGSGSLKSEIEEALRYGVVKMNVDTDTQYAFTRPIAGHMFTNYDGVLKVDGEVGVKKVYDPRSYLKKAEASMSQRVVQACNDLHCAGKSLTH
# Anthrax LF prot – anthrax lethal factor protease inhibition; P15917; multiplex microsphere protease cleavage assay, LF; inhibition, % at 10 µM; 360,000 tested, 0.12% active; further: plate controls were buffer without enzyme for full effect and enzyme alone for no effect
# Starred values were filed as active, the others as inactive; ? = inconclusive; / = not tested or not shown. Unless noted, no stated cut-off is given here; in the data, active means inhibition above about 30%; inconclusive means no clear call, values can overlap the other calls; inactive means below that.
smiles	BioA inh	GDH-TPI inh	FadD28 binding	BoNT A protease	PfHsp40 yeast	BoNT-F LC inh	UGM FP inh	Mtb FBA inh	Anthrax LF prot
O=C(c1ccc(Cl)c(S(=O)(=O)Nc2ccccc2C(=O)N2CCc3ccccc3C2)c1)N1CCc2ccccc2C1	/	11	-1.4	0.4	1.4	4	-1.6	-2	1
CCc1ccc(S(=O)(=O)NCc2cn3cccc(C)c3n2)s1	0.2	11	-0.1	-0.1	-1.8	-9	-0.5	-1	-4
C=C(C)COc1ccc(-c2[nH]ncc2Oc2ccc(OC)cc2)c(O)c1	-1.5	2	-8.6	-0.1	-0.2	-11	-0.2	0	1
Cc1ccc(N2Cc3ccccc3C2=S)cc1	2.6	1	-2.8	-0.8	3.4	-4	1.3	-1	7
COc1ccc(CCNc2ccc([N+](=O)[O-])cn2)cc1	3.0	23	-0.9	1.1	1.5	-12	2.1	2	15
COc1ccc(CCNC(=O)CSc2nnc3c(n2)[nH]c2ccc(F)cc23)cc1OC	0.2	4	0.5	0.1	-0.1	10	3.3	15	6
O=c1c2ccccc2nc(/C=C/c2ccc(Br)cc2)n1CCO	-0.4	35*	-1.0	0.4	/	-6	-0.4	3	14
CCCc1nc(SCC(=O)N2c3ccccc3CC2C)c2c(C)c(C)sc2n1 (configuration not stated)	-0.2	-2	1.1	0.2	-1.0	-9	-1.9	-1	-3
Cc1cccc(N(C)C(=S)Oc2ccc3ccccc3c2)c1	-0.2	-3	-5.1	0.3	4.6	-6	1.0	-3	-2
O=C(CNC(=O)c1ccccc1C(=O)O)c1ccccc1	-3.0	-3	0.7	0.2	0.9	3	0.6	2	3
N=c1c(C(=O)NC2CCCC2)cc2c(=O)n3ccccc3nc2n1C1CCCCC1	1.7	8	-2.4	0.6	-0.4	-1	2.2	64*	-1
CCOC(=O)N1CCC(N2Cc3cccc(C(=O)NC(C)c4ccc5c(c4)OCCO5)c3C2=O)CC1 (configuration not stated)	-1.4	6	-0.7	-1.6	1.2	-11	-0.1	1	-5
O=C1OC(C(=O)O)Cc2ccccc21 (configuration not stated)	-18	6	0.2	-0.1	0.5	-2	-4.9	5	-5
CCC(C)(C)NC(=O)CN(C(=O)CCC(=O)Nc1nccs1)c1cccc(C)c1	-0.8	-2	-4.8	-0.8	-0.5	-1	0.3	2	1
CCC1(c2ccc(F)cc2)NC(=O)N(CC(=O)N(CCC#N)c2ccccc2)C1=O (configuration not stated)	0.8	-10	-4.6	0.1	1.3	0	0.2	-1	-2

smiles	BioA inh	GDH-TPI inh	FadD28 binding	BoNT A protease	PfHsp40 yeast	BoNT-F LC inh	UGM FP inh	Mtb FBA inh	Anthrax LF prot
CCOC(=O)C1CCN(C(=O)C2CCC(=O)N(Cc3cccc(C(F)(F)F)c3)C2)CC1 (configuration not stated)	-1.2	1	/	-4.3	0.6	-4	4.3	1	2
Cc1ccccc1COc1ccc(-c2nnn(CC(=O)O)n2)cc1	-0.4	1	-5.0	2.0	0.7	?	0.3	1	1
O=C(Nc1ccc(F)c(F)c1)C1CCCCC1	-1.3	2	-3.1	-0.2	-0.2	-6	1.2	-2	2
Nc1ncnc2c1ncn2CCN1CCCCC1	-0.5	0	0.3	0.1	-1.6	-2	2.4	2	2
COc1ccc(CCNc2oc(-c3ccc(OC)c(OC)c3)nc2P(=O)(OC)OC)cc1OC	/	19	-1.5	-0.5	-0.2	2	2.3	165*	2
CCOc1ccc(NC(=O)Nc2cc(C(=O)O)ccc2N2CC3CC(C2)c2cccc(=O)n2C3)cc1 (configuration not stated)	-0.7	-3	-2.4	-2.5	-0.6	-6	0.4	2	0
Cc1ccc(C)c(OCC(=O)NNC(=O)CSC(=S)N2CCCC2)c1	/	7	-0.5	0.5	1.4	-5	-1.2	1	-4
CC(=O)c1ccccc1C(=O)N1CCCC(N2CCN(Cc3ccc4c(c3)OCO4)CC2)C1 (configuration not stated)	0.4	4	-23	2.5	0.7	-10	-0.2	1	3
COc1ccc(NC(=O)CN2C(=O)/C(=C3\SC(=S)N(CCC(=O)O)C3=O)c3ccccc32)cc1	-0.4	10	1.0	1.0	0.0	10	-0.3	0	3
COC(=O)CCNC(=O)CCc1ccc(S(=O)(=O)N2CCCCCC2)cc1	6.7	-7	-1.5	0.1	0.7	-2	-2.5	-1	-4
CCOc1cc(Br)ccc1S(=O)(=O)N1CCC(C(N)=O)CC1	/	2	-2.2	-0.5	-0.7	-7	-2.3	2	-3
Cc1c(NN=C(C#N)C#N)c(=O)n(-c2ccccc2)n1C	0.0	-8	-2.6	-0.5	-0.7	-4	2.4	0	3
Cc1ccc(-c2cnc3cccnn23)cc1F	1.5	3	-1.8	0.4	/	3	/	60*	0
COc1cc(NC(=O)Cn2cnc3c(nc4n3CCCCC4)c2=O)cc(OC)c1OC	-1.9	10	-0.3	1.8	0.0	6	1.8	0	-2
CCN(CC)C(=O)[C@H]1CC(CC(=O)NCc2ccco2)C(=O)N2CCc3c([nH]c4ccccc34)[C@]12C (some centres not stated)	18	14	-0.3	-0.3	0.5	-6	3.5	1	1

smiles	BioA inh	GDH-TPI inh	FadD28 binding	BoNT A protease	PfHsp40 yeast	BoNT-F LC inh	UGM FP inh	Mtb FBA inh	Anthrax LF prot
CCNc1cc(N2CCN(C)CC2)ccc1[N+](=O)[O-]	-0.3	3	-4.0	0.2	-0.6	-4	1.2	-32	-2
CCc1ccccc1NC(=O)c1ccc2c(c1)CCN2S(C)(=O)=O	0.3	-2	-3.5	1.0	-1.2	18	-1.5	-2	-3
COC(=O)c1cc(CNC(=O)Cc2ccsc2)ccc1OC	/	0	-4.3	1.7	-1.1	-5	-3.6	1	7
CCCCCCn1c(SCCCC)nc2c1c(=O)[nH]c(=O)n2C	-2.3	11	-0.8	-0.4	1.0	5	2.6	1	7
C#CC(CC)(CC)NC(=S)Nc1ccc(S(N)(=O)=O)cc1	/	10	-1.0	0.5	-0.2	-2	-4.6	2	-1
Cc1onc(-c2ccccc2Cl)c1C(=O)NCc1ccc(S(N)(=O)=O)cc1	1.7	-3	-0.6	-0.4	-0.5	3	1.2	-1	-4
FC(F)(F)c1ccnc(NCc2ccc(Cl)cc2)n1	/	-3	-0.1	0.5	-1.1	-13	-0.7	2	8
COc1ccc2oc(C(=O)OCC(=O)NC(=O)c3ccccc3)c(C)c2c1	-0.8	12	-1.5	0.1	-0.5	-5	2.1	21	-3
CN(CCC#N)S(=O)(=O)c1cc2c3c(c1)CCN3C(=O)CC2	1.0	0	-1.4	-1.3	0.0	-3	-2.1	0	-2
CCCNC(=O)c1ccc(N2CCC3(CC2)CC(c2ccccc2)=NO3)c([N+](=O)[O-])c1	0.0	3	0.1	-0.1	1.4	2	-1.8	0	-4
CCOc1cc(C2NC(=O)NC(c3ccccc3)=C2C(=O)c2ccccc2)c(Br)cc1OCC(=O)O (configuration not stated)	/	3	-1.0	-0.1	0.8	-4	0.1	-2	-3
CC(=O)C(=Cc1cccc(C#N)c1)C(=O)c1ccccc1	/	/	-2.0	-0.5	/	-10	/	-1	-2
CC(C)OP(=O)(OC(C)C)C1(O)C(=O)Nc2ccc(Br)cc21 (configuration not stated)	-0.9	8	-1.7	-0.2	-0.7	-1	0.4	3	-9
COc1ccc(-c2c(-c3ccc(OCC(=O)NN)cc3O)n[nH]c2C)cc1OC	-0.4	2	-0.3	-0.8	-0.2	4	1.6	4	3
CCCN1C(=O)c2ccc(C(=O)NC3=NCCS3)cc2C1=O	-1.2	6	-0.7	0.5	1.5	-6	1.5	-1	-5

smiles	BioA inh	GDH-TPI inh	FadD28 binding	BoNT A protease	PfHsp40 yeast	BoNT-F LC inh	UGM FP inh	Mtb FBA inh	Anthrax LF prot
Cc1c(C(=O)O)c(=O)n(-c2ccccc2)n1-c1ccccc1	/	3	-1.9	-1.1	-2.2	-4	-4.0	2	6
COC(=O)C[C@H]1C[C@H]2c3cc(NS(=O)(=O)c4cccc(OC)c4)ccc3O[C@H]2[C@@H](CO)O1	0.7	5	-1.0	0.0	/	3	/	-2	2
O=C(O)C1CC=CCC1C(=O)Nc1ccc(F)c(F)c1 (configuration not stated)	0.0	-16	-0.2	0.0	-0.5	0	-2.6	1	1
Cc1cc(C)cc(N2C(=O)/C(=C\c3ccc(N4CCN(C)CC4)o3)C(=O)NC2=S)c1	-7.6	-4	-0.8	-17	/	?	-6.5	-5	1
O=C(Cn1ncc2c(=O)oc3ccccc3c21)NC1CC1	-0.6	6	-2.7	0.9	0.4	-14	-1.4	-3	2
Cc1ccc(Cl)cc1N1CCN(S(=O)(=O)c2c(C)[nH]c(C)c2C(=O)N2CCCC2)CC1	1.4	4	-5.2	0.9	0.7	-5	-1.3	1	-2
O=C(Nc1ccc(-c2nc3ccccc3[nH]2)cc1)c1cccc(N2C(=O)CCC2=O)c1	/	23	-4.4	0.8	-1.7	6	1.1	0	-2
COc1ccc([C@H]2[C@H](C(C)=O)N3N=Cc4ccccc4C3C23C(=O)OC(C)(C)OC3=O)cc1 (some centres not stated)	1.9	5	1.7	0.6	-1.5	0	3.7	-1	0
COc1cccc(NC(=O)N2C3CCCC2CC(NC(C)=O)C3)c1 (configuration not stated)	-3.9	16	1.1	-0.5	-2.8	28	0.6	0	-6
CN(C)CCN(C(=O)C1CCN(S(=O)(=O)c2cccs2)CC1)c1nc2ccccc2s1	-0.8	-9	-1.4	1.1	-0.1	5	-1.5	4	3
Cc1ccc(C(C)NC(=O)COC(=O)C2=COCCO2)cc1C (configuration not stated)	-1.5	6	-1.7	-1.4	-0.7	-9	1.3	-2	-4
CCOc1ccc(C(C)NC(=O)Cc2ccccc2)cc1OCC (configuration not stated)	/	0	-1.2	-0.3	-0.8	4	-0.2	1	0
COc1ccc(N2CC(C(=O)Nc3ccccc3C(=O)NC3CC3)CC2=O)cc1 (configuration not stated)	/	2	/	-1.1	0.3	8	0.7	0	-1
COc1ccc(-c2nc(N)c(C#N)c(-c3cccnc3)c2C)cc1	1.8	15	-5.5	-0.9	-0.4	?	-2.2	5	-6
Cc1cc(S(=O)(=O)Nc2ccc(N3CCOCC3)cc2)ccc1Br	2.1	-2	1.6	-1.1	-1.3	-39	-0.2	3	8

smiles	BioA inh	GDH-TPI inh	FadD28 binding	BoNT A protease	PfHsp40 yeast	BoNT-F LC inh	UGM FP inh	Mtb FBA inh	Anthrax LF prot
CC1=NN(C(N)=S)C(=O)C1N=Nc1ccccc1O (configuration not stated)	-1.4	13	-0.4	/	0.7	/	-0.8	-3	/
COc1ccc(NC(=O)C2(c3ccc(NC(=O)c4ccc(OC(C)=O)cc4)cc3)CCCC2)cc1	-0.9	7	-2.0	1.0	-1.1	1	0.8	1	0
CCOC(=O)C(Cc1ccnnc1)=NO	3.5	6	0.2	-0.1	0.2	-3	/	3	3
c1ccc(-c2cc3ccccc3nc2N2CCCC2)cc1	-1.6	-6	-2.6	3.5	0.6	9	0.0	5	0
O=C(Nc1cccc(-c2nc3ccccc3s2)c1)c1cc(-n2cnnc2)ccc1Cl	-2.7	7	-3.0	0.0	0.1	0	0.0	0	-2
O=C(COC(=O)c1cc(S(=O)(=O)N2CCCC2)ccc1O)Nc1ccc(S(=O)(=O)N2CCOCC2)cc1	/	9	-0.4	0.3	0.1	-10	1.9	2	1
CC(=O)COc1ncnc2c(Cl)cc(Cl)cc12	/	-1	-2.6	0.2	0.7	0	-2.5	0	-1

# Molecules shown so far that have an aryl thioether with sulfur outside any ring, in the order listed:
smiles	BioA inh	GDH-TPI inh	FadD28 binding	BoNT A protease	PfHsp40 yeast	BoNT-F LC inh	UGM FP inh	Mtb FBA inh	Anthrax LF prot
COc1ccc(CCNC(=O)CSc2nnc3c(n2)[nH]c2ccc(F)cc23)cc1OC	0.2	4	0.5	0.1	-0.1	10	3.3	15	6
CCCc1nc(SCC(=O)N2c3ccccc3CC2C)c2c(C)c(C)sc2n1 (configuration not stated)	-0.2	-2	1.1	0.2	-1.0	-9	-1.9	-1	-3
CCCCCCn1c(SCCCC)nc2c1c(=O)[nH]c(=O)n2C	-2.3	11	-0.8	-0.4	1.0	5	2.6	1	7
